Insulin prom up: MIN6 insulin promoter up-regulation | MIN6 insulin promoter-GFP reporter, high-content imaging; hits give high values | z-score at 5 µM | 190,000 compounds, 0.3% hits | AID 1625;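 active means z-score above 3 at 5 µM with at least 500 cells counted in the well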
UTI89 phage lysis: inhibition of K1F phage lysis, E. coli UTI89, bacterial capsule biogenesis inhibitors, alamar blue (AID 488966) | 340,000 compounds, 0.02% hits | E. coli UTI89 K1F phage lysis, alamar blue, 2 h; higher % means a stronger effect | inhibition, % at 100 µM; hits with a dose series show IC50 in µM;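 active means phage lysis inhibition, versus mean bacterial control, above a set limit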;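 further: capsule biogenesis inhibitors block K1F phage lysis so surviving cells raise fluorescence; higher fluorescence means more inhibition of phage lysis; actives were called in the ten point dose series up to 300 µM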
CSM14.1 death rescue: rescue of cells from ER stress-induced death, primary screen, 384-well, CSM14.1, thapsigargin, ATP luminescence (AID 1222). CSM14.1 thapsigargin-induced death rescue, ATP luminescence; higher % means a stronger effect. cellular ATP content (survival), % at 20 µM; hits with a dose series show EC50 in µM. 190,000 tested, under 10 active;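 active means EC50 below 50 µM in the dose-response confirmation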;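 further: death triggered by thapsigargin at about 15 µM added after 2 h compound pretreatment; cell ATP read after overnight thapsigargin exposure of roughly 18 to 22 hours; normalized against plate controls of thapsigargin alone and 5% DMSO vehicle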
Autophagy HCS: autophagy modulation, high-content screen | MEF GFP-LC3 puncta imaging; test concentration mostly 10 µM | calls only at 10 µM (by protocol) | 190,000 compounds, 0.98% hits | AID 463193;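 active means percentage of spot-positive cells more than 3 SD above its plate mean, without a fluorescence outlier flag or 80% toxicity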;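 further: spot-positive cell cutoff set from DMSO-treated cells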
MT stabilize HCS: microtubule stabilization, imaging screen; % tubulin-high responders, % at 10 µM; 200,000 compounds, 0.83% hits; HeLa tubulin immunostaining HCS, 24 h; share of cells brighter than vehicle mean+2SD; AID 2205;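 active means plate Z-score above 3 for both tubulin-high and condensed-nucleus cell shares, with cell loss under 80%, at 10 µM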;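 further: anti alpha tubulin signal scored within the nucleus-defined area of each cell; some results filed as inactive read as strong as hits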
P. falciparum M17LAP: P. falciparum M17LAP inhibitors, primary screen, biochemical, fluorogenic H-Leu-NHMec substrate, 1536-well (AID 1619) | one-dose inhibition, % at 30 µM; IC50 in µM for titrated hits | 220,000 compounds, 0.38% hits | recombinant M17LAP, H-Leu-NHMec fluorogenic kinetic assay; higher % means a stronger effect;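 active means compound inhibiting the enzyme by more than half at any dose during confirmatory dose-response retesting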;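 further: plate controls were full reaction with DMSO carrier for no effect and no enzyme background for full effect; strong numbers were not always called active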
bCat nuc transl: alters nuclear translocation of beta-catenin in HeLa cells; immunofluorescence imaging; nuclear translocation activity, % at 5 µM; 190,000 compounds, 0.3% hits; AID 1665;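 active means nuclear translocation activity above 50% at 5 µM, with a well cell count of 50 or more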;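 further: per-cell ratio of nuclear to cytoplasmic median beta-catenin stain intensity; plate controls were DMSO negative control for no effect and GSK-3 inhibitor IX positive control for full effect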
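Technique: fluorescence imaging of beta-catenin antibody stain plus DAPI / Material: human HeLa cell line / Incubation: compound treatment 24 h, 37°C, 5% CO2 / Read-out basis: % activation of per-cell nuclear versus cytoplasmic median beta-catenin signal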
M1AAP inhibition: P. falciparum M1AAP inhibitors, biochemical, fluorogenic H-Leu-NHMec substrate, 1536-well (AID 1445); 220,000 compounds, 0.42% hits; inhibition, % at 30 µM; hits with a dose series show IC50 in µM; recombinant M1AAP, H-Leu-NHMec fluorogenic kinetic assay; higher % means a stronger effect;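 active means primary inhibition above the hit cutoff, then over 50% inhibition at one or more dose response concentrations, cut at about 23% in these data, passing the limit was not always enough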;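 further: plate controls were DMSO full reaction for no effect and no enzyme background for full effect; strong numbers were not always called active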
Dynein transport: dynein cargo transport inhibition. z-score, hits read low. AID 1381. 3617.4 mouse cells, GR-EGFP nuclear translocation imaging; test concentration mostly 20 µM; stimulated with dexamethasone, 1 µM; hits give low values. 220,000 compounds, 0.47% hits;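 active means plate z-score of nuclear minus cytoplasmic receptor signal below a set negative limit, without overly bright fluorescence or cell loss, cut at about -3.5 in these data, passing the limit was not always enough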;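 further: z-score of nuclear minus cytoplasmic ring GR-EGFP intensity difference per well; some compounds called inactive have numbers as strong as hits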
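medium = tetracycline-free induction medium containing charcoal-stripped FBS | probe or stimulus = dexamethasone, 1.0 µM final | timing = 48 h induction, then 1 h compound, then 30 min agonist, 37 °C | detection = automated 10x imaging of fixed Hoechst-stained cells | read-out basis = nuclear versus cytoplasmic GR-EGFP signal, averaged per well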
Dynein transport cytoplasmic EGFP: recorded beside Dynein transport, whose call it bears; z-score; measured here: cytoplasmic GR-EGFP intensity; hits give high values
Dynein transport nuclear GR-EGFP: further read-out of Dynein transport, marked with its call; z-score; measured here: nuclear GR-EGFP intensity;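 lower value marks the stronger effect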
Dynein transport cell count: further read-out of Dynein transport, marked with its call; z-score; measured here: cell count per field
Insulin prom up cell count: recorded beside Insulin prom up, whose call it bears; cell count; measured here: cytotoxicity, nuclei count;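 total cells summed across four imaged fields per well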
bCat nuc transl cell count 5 µM: recorded beside bCat nuc transl, whose call it bears; cell count; measured here: cell count, cytotoxicity flag
MT stabilize HCS Hoechst-high %: second read-out of MT stabilize HCS, no call of its own (marks repeat the call); % Hoechst-high responders; measured here: nuclear condensation Hoechst responders;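 share of cells brighter than vehicle mean plus two SD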
MT stabilize HCS cytotoxicity %: further read-out of MT stabilize HCS, marked with its call; toxicity, %; measured here: cytotoxicity by cell density;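 0% = mean cell density of plate MIN control wells and 100% = no cells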
Autophagy HCS cell loss 18 h: also measured in Autophagy HCS; calls as there; toxicity, %; measured here: cell loss, nuclei count;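 cell loss after 18 h compound exposure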
Starred values were filed as active, the others as inactive; i = inactive; . = no result given.

no.	Compound	P. falciparum M17LAP	UTI89 phage lysis	Insulin prom up	Dynein transport cell count	M1AAP inhibition	bCat nuc transl cell count 5 µM	Autophagy HCS	bCat nuc transl	MT stabilize HCS cytotoxicity %	Dynein transport nuclear GR-EGFP	Insulin prom up cell count	Dynein transport	Autophagy HCS cell loss 18 h	MT stabilize HCS Hoechst-high %	CSM14.1 death rescue	Dynein transport cytoplasmic EGFP	MT stabilize HCS
1	NS(=O)(=O)c1ccc(NC(=O)c2ccc3nccnc3c2)cc1	7%	.	-0.08	-0.79	0%	1298	.	0.8	.	1.5	1069	0.72	.	.	.	-0.15	.
2	CCCCNC(=O)CSc1nc(CCC)nc2ccccc12	7%	-0.3%	2	0.42	1%	1027	i	0.4	4.3	-0.42	1190	-0.54	1	1.3	-1.7%	-0.27	2.0
3	COc1ccc(CSc2nnc3[nH]c(=O)cc(N)n23)cc1	-4%	-2.2%	0.01	1.1	3%	1048	i	-0.8	17	0.24	1250	-0.42	5	1.6	-0.9%	-0.33	4.0
4	CS(=O)(=O)NCc1ccc(C(=O)NC2CCCCC2)cc1	-17%	-0.9%	.	-1.5	-7%	.	i	.	4.1	1.5	.	3	8	1.7	0.4%	-0.2	3.0
5	CCn1cc(C(=O)NCc2ccccc2)c(=O)c2cc(F)c(N3CCN(C(=O)c4ccco4)CC3)cc21	-2%	0.9%	.	-0.12	7%	1252	i	-14	10	0.9	.	1.6	-7	1.8	-1.4%	-0.34	2.2
6	Cc1c(C(=O)NCc2cccnc2)oc2ccccc12	-6%	0.5%	0.27	0.49	-2%	921	i	-2.7	10	-0.27	1264	-0.63	-11	2.3	1.2%	-0.2	1.6
7	CC(=O)Cc1nsc(NC(=O)c2oc(-c3ccccc3Cl)cc2C)n1	15%	0.3%	-0.91	0.56	11%	1119	i	1.0	7.2	-0.65	1168	-0.68	-4	1.4	-0.7%	-0.17	2.1
8	O=C(NC1CCCCC1)C1CCN(c2cnccn2)CC1	4%	0.2%	-0.03	1	11%	1043	i	-6.4	0.4	-0.25	1307	-0.75	4	1.8	0.1%	-0.21	2.6
9	Cc1ccc(N2C(=O)CC(SCC(=O)Nc3ccc(S(N)(=O)=O)cc3)C2=O)cc1 (stereo unspecified)	0%	-0.6%	.	-0.15	0%	1100	i	1.0	0.5	0.34	.	0.85	-8	1.8	-2.0%	-0.24	1.8
10	CC1CC(Nc2cccc(O)c2)=CC(=O)O1 (stereo unspecified)	10%	-0.1%	-0.15	-0.23	12%	1057	i	-1.2	5.3	0.22	823	-0.19	-8	2.0	-2.2%	0.68	2.3
11	O=C(CSc1c2c(nc3ccc(Cl)cc13)CCCC2)NCc1ccco1	26%	2.1%	-1.8	0.042	9%	.	i	.	6.6	0.12	918	-0.45	13	1.1	-0.3%	0.14	1.4
12	CCOc1ccc(S(=O)(=O)N2CCN(C(=O)c3cccn3C)CC2)cc1	3%	3.1%	0.64	-0.82	3%	.	i	.	7.7	0.22	1318	-0.54	-2	1.5	-1.4%	-0.22	2.0
13	C=CCc1c(C)nc(SC)nc1Nc1ccccc1	1%	0.2%	.	-0.41	-2%	310	i	6.2	8.3	0.16	.	0.51	-3	2.4	-0.5%	-0.23	2.5
14	CNC(=S)N1N=C(c2ccc(C)cc2)CC1c1ccc(Cl)cc1 (stereo unspecified)	5%	1.8%	.	-1.7	13%	.	i	.	4.6	1	.	1.1	-8	1.8	1.0%	0.00058	1.9
15	COc1ccc(COC(=O)NNC(=O)c2ccccc2Cl)cc1	17%	1.3%	0.59	1.4	0%	1220	i	-2.9	8.6	-0.4	776	-1.2	-15	1.1	-3.6%	0.065	1.4
16	O=C(/C=C/c1cccs1)Nc1ccc(S(=O)(=O)Nc2ncccn2)cc1	9%	0.0%	-0.54	0.69	14%	1258	.	-0.2	.	-0.24	1129	-0.53	.	.	.	-0.23	.
17	O=C(O)c1ccc(C2NCC(c3ccccc3Cl)c3c2[nH]c2ccccc32)cc1 (stereo unspecified)	-2%	0.1%	-0.23	-0.39	7%	1490	i	-0.2	1.6	0.15	1572	-0.17	19	1.2	3.1%	-0.19	2.5
18	O=C(c1cccc(F)c1)N1CCc2ccccc2C1	10%	-0.1%	2.6	1.6	-3%	.	i	.	20	0.0011	1236	-0.46	-4	0.6	-1.1%	-0.27	2.6
19	Cc1cc(/C=C(/C#N)C(=O)O)c(C)n1CCC(C)C	55%	0.8%	0.25	-0.13	14%	514	i	-2.2	4.1	0.1	1256	-0.37	-5	1.4	-0.6%	-0.2	2.1
20	Cc1sc(NC(=O)c2ccco2)c(C(=O)c2ccc(Cl)cc2)c1C	-10%	3.9%	0.09	-0.71	5%	603	i	0.1	0.7	0.74	1253	0.75	6	2.0	-3.4%	-0.29	1.7
21	O=C(COC(=O)CNS(=O)(=O)c1ccc(F)c(F)c1F)Nc1ccc(OC(F)F)cc1	34%	0.0%	-0.23	0.71	13%	946	i	-0.1	4.9	-0.38	1292	0.028	2	3.7	6.3%	-0.34	2.3
22	O=C(Nc1ccc2c(c1)OCO2)c1cccc2c1C(=O)N(Cc1cccnc1)C2	-5%	3.4%	-0.69	1.2	0%	954	i	0.3	0.2	0.11	1282	-1.1	0	2.1	1.5%	-0.11	1.9
23	COC(=O)c1ccccc1OC(=O)c1ccc(Br)o1	4%	-0.2%	0.09	0.57	8%	.	i	.	7.9	-0.73	1336	-1.4	3	2.1	-1.3%	-0.29	2.0
24	CCOC(=O)C(CC)/C(C)=N/NC(=O)c1ccccc1[N+](=O)[O-] (stereo unspecified)	5%	0.2%	-0.33	-0.11	9%	1287	i	-0.5	8.9	0.7	1660	-0.022	-14	2.8	-1.4%	-0.19	3.1
25	O=C(N/C(=C/c1cccnc1)C(=O)N1CCOCC1)c1ccco1	-3%	-7.8%	0.36	0.48	-1%	536	i	0.5	4.5	-0.37	1283	-0.23	0	2.2	10%	-0.29	4.5
26	O=C(Nc1ccccn1)NC1CCCCC1	4%	0.4%	-0.49	0.44	-10%	1175	i	-0.5	6.6	0.14	987	0.026	-3	1.1	-1.9%	0.096	1.6
27	N#Cc1cnn(-c2ccccc2)c1NC(=O)CN1CCN(c2ccccc2)CC1	5%	.	0.71	-0.52	3%	1283	.	-0.5	.	0.3	1084	0.63	.	.	.	-0.037	.
28	O=C(CN1CCN(c2ncccn2)CC1)N(Cc1ccccc1)c1ccc(F)cc1	12%	0.2%	-0.29	-0.97	-1%	1166	i	0.4	9.4	0.98	871	2.1	-6	1.2	5.4%	-0.17	4.8
29	CC(C)CCc1noc(CN(C)CC2CCN(Cc3ccccc3)CC2)n1	-4%	0.1%	-1.3	0.74	-5%	1005	i	-0.2	4.4	-0.23	1465	-0.27	10	2.3	0.1%	0.43	3.1
30	CC1(C)OC(=O)C(=CNc2ncccn2)C(=O)O1	-16%	0.3%	0.07	-0.035	0%	1401	i	0.5	2.5	-0.052	1382	-0.3	-13	2.7	-0.2%	-0.3	4.2
31	CCOC(=O)N1CCN(C(=O)Cc2cccs2)CC1	7%	-0.2%	-0.07	0.17	0%	1213	i	-1.0	6.6	0.39	1240	0.44	22	2.0	0.4%	-0.24	3.7
32	CN1CCN(NC(=O)c2cn(-c3ccccc3)nc2-c2cccs2)CC1	13%	0.1%	0.14	0.14	1%	1003	i	-1.3	9.4	0.22	1382	0.51	1	1.5	-1.2%	0.12	1.9
33	COC(=O)CCCCCC(CCC(=O)OC)NC(C)=O (stereo unspecified)	6%	-0.3%	0.3	-0.5	-2%	978	.	-4.6	13	0.55	1224	0.44	.	2.6	-0.8%	-0.17	1.5
